# RBBP9 inhibitor: human RBBP9 inhibitors, primary screen, biochemical, fluorescence polarization, FP-Rh probe, HTS; Serine hydrolase RBBP9 (Homo sapiens), O75884; AID 1515, 2009; inhibition, % at 7.94 µM; recombinant RBBP9; 220,000 tested, 0.2% active;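 active means inhibition above the campaign mean of all tested compounds plus 3 SD, cut at about 14% in these data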;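 further: plate controls were DMSO wells with RBBP9 for no effect and wells lacking RBBP9 protein for full effect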
# Target sequence (O75884 whole entry, looked up): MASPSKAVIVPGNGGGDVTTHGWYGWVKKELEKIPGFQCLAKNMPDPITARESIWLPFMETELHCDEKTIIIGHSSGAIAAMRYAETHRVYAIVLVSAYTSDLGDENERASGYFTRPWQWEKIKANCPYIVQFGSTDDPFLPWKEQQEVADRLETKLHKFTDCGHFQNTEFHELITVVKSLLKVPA
#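 Measured by: FP readout at 525/598 nm; material: recombinant human RBBP9; also added: Serine-hydrolase probe FP-Rh, 375 nM pre-mixing; medium: Tris buffer pH 8.0, NaCl, Pluronic; replication: one well per compound; doses: one concentration, 7.94 µM nominal, 0.794% DMSO; timing: preincubation 30 min plus labeling 45 min at 25 °C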
# p97 inhibitor: inhibitors of human p97 ATPase, primary screen, biochemical; inhibition, % at 8 µM; recombinant p97 ATPase, Kinase-Glo ATP luminescence, 3 h; 220,000 tested, 0.42% active; AID 1481, 2009; in the data active means inhibition above about 15%;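 further: 0% = DMSO vehicle and 100% = wells lacking enzyme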
# MDM2 E3 inh: MDM2-luciferase reporter signal enhancers, primary screen, MDM2 E3 ligase inhibitor project, cell-based, luminescence, 1536-well; E3 ubiquitin-protein ligase Mdm2 (Homo sapiens), Q00987; cell-based MDM2 ubiquitination luciferase reporter, 2 h; 0 = plate control, 100 = twice control, blank-subtracted; signal enhancement, % at 5 µM; 210,000 tested, 0.11% active; AID 1230, 2008;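 active means signal enhancement of 30% or more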;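 further: luminescence tracks abundance of the self-degrading MDM2-luciferase fusion protein; higher signal means inhibition of MDM2 E3 ligase activity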
# Target sequence (Q00987 whole entry, looked up, the tested form may be a part): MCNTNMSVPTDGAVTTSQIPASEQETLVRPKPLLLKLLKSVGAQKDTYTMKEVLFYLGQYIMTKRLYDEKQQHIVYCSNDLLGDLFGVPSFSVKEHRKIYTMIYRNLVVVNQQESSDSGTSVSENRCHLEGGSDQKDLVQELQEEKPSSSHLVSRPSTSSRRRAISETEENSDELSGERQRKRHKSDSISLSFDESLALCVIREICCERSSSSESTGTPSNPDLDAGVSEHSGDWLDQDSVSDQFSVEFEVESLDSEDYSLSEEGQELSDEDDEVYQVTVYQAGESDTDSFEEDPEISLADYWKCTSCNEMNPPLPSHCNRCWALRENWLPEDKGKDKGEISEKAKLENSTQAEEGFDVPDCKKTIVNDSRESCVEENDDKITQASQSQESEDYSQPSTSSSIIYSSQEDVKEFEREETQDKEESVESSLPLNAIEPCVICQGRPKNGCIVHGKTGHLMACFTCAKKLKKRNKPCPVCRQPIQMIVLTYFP
#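 Test system: mammalian cells stably expressing self-ubiquitinating, self-degrading MDM2 E3–luciferase fusion; Amount: 2000 cells in each well; Medium: DMEM; Schedule: 4 h settle plus 2 h compound, 37 °C; Technique: SteadyLite luciferase luminescence after 15 min room-temperature reagent incubation; Benchmarks: plate control and blank wells.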
# NPY2 pot ag: NPY-Y2 potentiators or agonists, primary screen, cell-based; Neuropeptide Y receptor type 2 (Homo sapiens), P49146; cells expressing NPY-Y2, potentiator/agonist read-out; activation, % at 3.6 µM; 220,000 tested, 0.45% active; AID 1359, 2008; in the data active means activation above about 27%;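 further: cells stimulated with NPY near EC25 plus isoproterenol at EC100; 0% = vehicle plus submaximal agonist and 100% = vehicle plus saturating agonist; some results beyond the cut were filed as inactive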
# Target sequence (P49146 whole entry, looked up): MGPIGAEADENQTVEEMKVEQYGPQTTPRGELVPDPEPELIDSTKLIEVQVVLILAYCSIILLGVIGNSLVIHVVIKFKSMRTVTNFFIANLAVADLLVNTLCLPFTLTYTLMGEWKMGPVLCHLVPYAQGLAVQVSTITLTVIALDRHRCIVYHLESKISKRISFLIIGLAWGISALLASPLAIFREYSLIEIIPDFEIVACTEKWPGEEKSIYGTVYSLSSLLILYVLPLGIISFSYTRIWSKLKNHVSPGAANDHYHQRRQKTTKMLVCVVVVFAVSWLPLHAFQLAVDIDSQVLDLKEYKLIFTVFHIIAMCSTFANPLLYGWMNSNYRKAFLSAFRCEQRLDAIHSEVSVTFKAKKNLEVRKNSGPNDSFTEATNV
# Runt-SMMHC FRET: inhibitors of RUNX1 Runt–CBFb-SMMHC binding, primary screen, biochemical, FRET, Cerulean-Runt, Venus-CBFb-SMMHC, uHTS; inhibition, % at 20 µM; Cerulean-Runt/Venus-CBFb-SMMHC FRET ratio 530/480, 1 h; Runt-related transcription factor 1 (Homo sapiens) + Core-binding factor subunit beta …; 220,000 tested, 0.74% active; AID 1434, 2008;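 active means mean inhibition across duplicate retests at 20 µM reaching about 50%, limit read from the data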;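 further: 0% = DMSO wells and 100% = wells with excess untagged CBFb-SMMHC; inhibitors lower the FRET ratio by blocking Runt binding to CBFb-SMMHC; some results filed as inactive read as strong as hits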
# NPY-Y1 antag: NPY-Y1 receptor antagonists, primary screen, cell-based; inhibition, % at 3.6 µM; HEK293-CNG Y1 cells, membrane potential fluorescence; NPY at EC95, then isoproterenol; 200,000 tested, 1% active; Neuropeptide Y receptor type 1 (Homo sapiens), P25929;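 active means inhibition above the campaign mean inhibition of all tested compounds plus 3 SD, cut at about 20% in these data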;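 further: 0% = DMSO wells given NPY plus isoproterenol and 100% = isoproterenol alone without NPY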
#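 Material: HEK293 cells with Y1 receptor plus CNG channel; times: compound incubation 1 h at room temperature, readout 45 min post-stimulation; signal: fluorescence, membrane potential probe; read-out basis: fluorescence ratio normalized to % inhibition between controls; benchmarks: full-block control isoproterenol-only wells, zero-block control NPY plus isoproterenol wells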
# Hck Nef HTS: inhibitors of Nef-activated human Hck kinase, primary screen, biochemical, Z-Lyte FRET, 384-well, Hck-YEEI; Recombinant Hck-YEEI plus Nef, Z-Lyte FRET kinase assay; Tyrosine-protein kinase HCK (Homo sapiens), P08631; AID 463187, 2010; 220,000 tested, 0.68% active; inhibition, % at 20 µM;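 active means Hck-Nef kinase inhibition above about 50%, limit read from the data; inactive means inhibition below that limit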;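 further: 0% = DMSO with Hck plus Nef and 100% = Hck alone without Nef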
# NPY1 pot ag: NPY-Y1 receptor potentiators or agonists, primary screen, cell-based; Neuropeptide Y receptor type 1 (Homo sapiens), P25929; NPY-Y1 expressing cells, potentiator/agonist activation; activation, % at 3.6 µM; 220,000 tested, 0.37% active; AID 1304, 2008; in the data active means activation above about 33%, passing the limit was not always enough;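 further: cells stimulated with NPY at EC10 then isoproterenol at EC100; 0% = low agonist plus stimulus and 100% = saturating agonist plus stimulus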
# Runt-CBFb FRET: inhibitors of RUNX1 Runt–CBFb binding, primary screen, biochemical, FRET, Cerulean-Runt, Venus-CBFb, uHTS; Runt-related transcription factor 1 (Homo sapiens) + Core-binding factor subunit beta …; Cerulean-Runt/Venus-CBFb FRET ratio 530/480, 1 h; inhibition, % at 20 µM; 220,000 tested, 0.46% active;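 active means inhibition over about 50% at 20 µM in the single-dose screen, limit read from the data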;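 further: 0% = DMSO wells and 100% = excess unlabeled CBFb competitor control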
#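 Measured by: fluorescence energy transfer, 422 nm excitation, 530/480 nm emission; test system: Cerulean-tagged RUNX1 Runt domain (FRET donor) fusion protein; buffer or medium: Tris pH 7.5 buffer with BSA; compound: one dose, 20 µM compound, 1% DMSO; times: two 1 h room-temperature incubations shielded from light; benchmarks: unlabeled CBFb 5 µM, positive control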
# The depositor's hits bear a star; . = no result given; & = joins results of further samples. This is a random part of the collection; about 3.5% have a hit in one of these screens.
SMILES,RBBP9 inhibitor,p97 inhibitor,MDM2 E3 inh,NPY2 pot ag,Runt-SMMHC FRET,NPY-Y1 antag,Hck Nef HTS,NPY1 pot ag,Runt-CBFb FRET
O=C(CCN1CCN(c2ccccc2F)CC1)Nc1ccc2c(c1)OCO2,-9,-1,-7,7,1,-1,-1,20,-2
O=C1CC(SCc2nc3ccccc3[nH]2)C(=O)N1c1cccc(Cl)c1 (stereo unspecified),-5,-2,-2,-5,-12,7,-1,-26,4
CCOC(=O)Cc1cc(=O)[nH]c(/N=C(\N)Nc2ccc(OC)cc2)n1,-7,5,-13,-6,1,.,21,10,2
CCCCCCCC(=O)NNC(=O)c1ccc([N+](=O)[O-])cc1,-1,1,-19,0,0,15,0,-9,-2
COc1ccc(-c2csc(NC(=O)c3ccoc3C)n2)cc1,-3,1,-13,0,2,3,2,1,-1
O=C(O)c1ccc(N/N=C/c2cn(Cc3ccc(F)cc3)c3ccccc23)cc1,0,1,-36,19,5,.,32,19,5
CCOC(=O)C1=C(C)NC(C)=C(C(=O)OCC)C1C,-10&-8,0&-5,0&-6,1&-6,1&6,9,12&6,-7&6,0&-3
COC(=O)c1ccc(CO/N=C/c2ccc(OC)cc2)o1,6,3,-22,-16,1,9,23,-20,-5
COC(=O)COc1cccc(NC(=O)c2ccc(Cl)cc2)c1,0,-1,-43,0,4,6,-24,5,0
Oc1nc(Nc2ccc(Cl)cc2Cl)sc1/C=C1\C=Nc2ccccc21,-6,3,-8,-1,-16,0,3,-2,4
CCn1cc(CN2CCN(Cc3cccc(OC)c3)C(CCO)C2)c(C)n1 (stereo unspecified),-9,6,-4,-6,.,-2,22,1,.
O=Cc1ccc(Oc2ncccn2)cc1,-3,-2,-17,-15,2,-1,-3,0,-1
O=C(O)C1CC=CCC1C(=O)c1ccccc1 (stereo unspecified),4,4,-11,8,4,2,-1,13,0
Cc1cc(NC(=O)C2CC2)n(-c2nc3ccccc3s2)n1,3,2,-4,-5,2,11,19,1,-3
CC(C(=O)NC1CCCC1)N(Cc1ccc2c(c1)OCO2)C(=O)c1snc(C(N)=O)c1N (stereo unspecified),-6,6,-27,8,-6,-1,6,-11,1
O=C(O)Cn1cc2c(n1)CCCCC2,-1,-3,-16,-11,-1,4,-1,-10,-4
CN(C)S(=O)(=O)c1cccc(NC(=S)N/N=C/c2cccc(O)c2)c1,-3,1,-9,-2,2,-3,24,-2,3
Cc1nc(S/C(=C/c2ccc(-c3cccc(Cl)c3)o2)C(=O)O)n[nH]1,-6,5,-5,1,-116,-1,15,1,13
Cc1ccc(C(=O)NC(=S)Nc2c(C)ccc3nsnc23)cc1,-1,2,24,-10,-1,4,11,-1,11
CCN(CC)S(=O)(=O)c1ccc2oc(C(=O)NCc3ccc(F)cc3)c(C)c2c1,-6,0,5,19,3,-3,-15,5,0
CSCCC(NS(=O)(=O)c1ccc2c(c1)OCCO2)C(=O)NCCc1ccccn1 (stereo unspecified),-3,-1,6,-14,-1,9,1,5,-2
CCOc1ccc(OCC)c(-c2c(=O)n(OCc3ccc(Cl)cc3)c3ccccc3[n+]2[O-])c1,-3,1,6,4,-11,10,1,-16,-4
O=c1c(Cl)c(NCc2ccccc2)cnn1C12CC3CC(CC(C3)C1)C2,-4,1,-12,8,-16,-6,2,4,1
COc1ccc2c(c1)CCc1c-2nc2ccccc2c1N1CCOCC1,-1,5,.,-9,17,.,31,-3,8
CC1=C(C)[N+](=O)C2(O)CCCCC2(C)N1[O-] (stereo unspecified),3,3,1,22,-2,0,0,9,-1
CN1CCC/C1=C1/C(=O)N(c2ccccc2)N=C1NC(=O)Nc1cccc(Cl)c1,-1,4,19,-16,1,-4,5,-13,1
O=C(O)c1c(N2CCCCC2)ccc([N+](=O)[O-])c1N1CCCCC1,2,1,-12,-21,-3,.,-5,-5,-2
COCc1cc(C)n(CC(=O)Nc2ccc(Cl)cc2Cl)c(=O)c1C#N,-1,-5,3,3,1,1,-1,19,2
FC(F)Oc1ccccc1/C=N/n1cnc2ccccc21,-2,2,-12,-6,-2,1,22,10,-5
O=C(NCCc1ccccn1)c1cccc(S(=O)(=O)N2CCc3ccccc32)c1,-9,3,3,-7,-6,-2,20,0,-1
COc1ccc(C2C(C#N)=C(N)OC3=C2C(=O)CCC3)cc1Cn1cc([N+](=O)[O-])cn1 (stereo unspecified),-12,-7,-7,-5,2,3,0,-12,2
O=C(NCc1nnc(SCc2ccccc2)n1-c1ccccc1)C12CC3CC(CC(C3)C1)C2,-4,-1,-6,2,-1,0,-1,10,-3
Cc1nn(-c2ccc(C(=O)O)cc2)c(=O)c2ccccc12,-7,-1,-5,-1,2,13,4,-7,-3
O=C(CCc1nnc(Cc2c[nH]c3ccccc23)o1)NCC1CC12CCCCC2 (stereo unspecified),-12,-2,5,11,-4,-8,18,2,-2
CCOc1ccccc1/C=c1\sc2ncnn2c1=O,0,2,-23,3,-2,-2,0,-11,1
CN(Cc1ccccc1)C(=O)CCS(=O)(=O)c1ccc2c(c1)n(C)c(=O)c(=O)n2C,-2,3,-5,4,0,-3,-1,-9,1
COc1ccc(CNC(=O)CN(c2cc(C)cc(C)c2)S(=O)(=O)c2c(C)noc2C)cc1,-8,-2,-5,13,2,4,0,7,0
O=C1C2C3c4ccccc4C(c4ccccc43)C2C(=O)N1/N=C/c1cccc(O)c1 (stereo unspecified),-6,-2,-23,9,-4,-11,1,19,0
COc1ccccc1C(=O)NC(C)c1ccccc1 (stereo unspecified),-10,-1,.,-7,-1,-2,-20,3,0
Cc1cc(/C=N/NC(N)=S)c(C)n1-c1ccc(Cl)c(Cl)c1,-3,-6,-11,7,19,7,1,4,22
COc1ccc2c(Cl)c(C(=O)N/N=C3\CCCC(=O)C3)sc2c1,6,5,-3,-4,-116,0,-7,-7,-38
CCOC(=O)N1CCN(C(=O)c2cn(C)c3ccc(S(=O)(=O)N4CCC(C)CC4)cc3c2=O)CC1,-5,2,-4,4,2,1,26,6,-1
Cc1ccoc1C(=O)N1CCCCC1C(=O)O (stereo unspecified),-7,-2,-5,-10,2,6,-12,-6,2
COC(=O)C1=C(C)N(Cc2ccc3c(c2)OCO3)C(=O)C1,-6,1,-24,-7,1,-4,7,-16,0
COc1ccc(OCC(=O)Nc2nc3ccccc3[nH]2)cc1,2,-1,-8,-10,1,11,-1,10,1
COc1cc(-c2cc(C(=O)NN3CCN(C)CC3)c3ccccc3n2)cc(OC)c1OC,9,2,-23,-7,13,11,2,-22,-18
O=C(CCC1CCCCC1)Nc1ccc(C(=O)c2ccncc2)cc1,-5,0,-12,11,-1,8,34,1,-7
O=C(Nc1ccc2c(c1)OCO2)C1CCCN1C(=O)NCc1ccccc1 (stereo unspecified),-2,3,8,3,2,3,0,-2,0
Cc1ccc(-n2ncc3c(=O)n(CC(=O)NCc4ccco4)cnc32)cc1,2,1,-7,-1,3,-1,-1,-22,1
N#CC(C(=O)Nc1ccccc1)=C1Nc2ccccc2N1,-2,3,-2,4,0,1,-2,1,0
O=C(Cc1ccc([N+](=O)[O-])cc1)N/N=C/c1ccco1,-5,3,-21,2,-1,2,-2,4,0
CCOC(NC(=O)c1ccccc1)C(NC(=O)c1ccccc1)OCC (stereo unspecified),-2,5,1,5,0,2,2,9,1
O=C(Cn1cnc2ccccc2c1=O)OCCCCN1C(=O)c2ccccc2C1=O,7,-5,-8,-17,2,-12,0,-5,-2
O=C(CSc1cccs1)NCCc1ccccc1,-6,-2,-4,2,-4,5,4,8,-2
Cc1onc(-c2ccccc2)c1C(=O)Nc1ccc(OC(C)C)cc1,3,4,-20,-6,1,0,4,-13,.
O=C(c1ccccc1)c1cc(-c2ccccn2)c(N2CCOCC2)s1,-13,0,5,5,0,0,5,4,1
O=C(/C=N/O)NCCCn1ccnc1,-9,1,10,1,2,-2,-1,-8,0
Cc1nc2ccc(S(=O)(=O)NCC(=O)N(C)Cc3ccco3)cc2s1,3,3,-3,-5,1,0,1,-12,1
Cc1ccc(O)c(CO)n1,3,10,-6,0,3,.,10,4,-2
Cc1ccc(C)n1NC(=O)c1ccccc1,1,2,-87,-13,-2,-2,1,-1,-2
# Carrying on.
SMILES,RBBP9 inhibitor,p97 inhibitor,MDM2 E3 inh,NPY2 pot ag,Runt-SMMHC FRET,NPY-Y1 antag,Hck Nef HTS,NPY1 pot ag,Runt-CBFb FRET
COc1cc(/C=C/C(=O)O)ccc1OS(=O)(=O)c1ccc(C)cc1,-3,4,-26,-3,-5,0,40,12,1
Cc1occc1C(=O)OCC(=O)Nc1ccc(F)cc1,4,7,-23,16,1,-1,2,-11,-1
Cc1ccc(-c2ccc(/C=N/N3C(=O)C4C5C=CC(C6CC56)C4C3=O)o2)c([N+](=O)[O-])c1 (stereo unspecified),-7,-4,-25,-20,5,12,3,-26,5
CCCNC(C)C(=O)Nc1ccccc1C (stereo unspecified),-1,6,.,44,0,-2,.,29,0

# Ordered by heavy-atom count (descending): 3 of the compounds above
SMILES,RBBP9 inhibitor,p97 inhibitor,MDM2 E3 inh,NPY2 pot ag,Runt-SMMHC FRET,NPY-Y1 antag,Hck Nef HTS,NPY1 pot ag,Runt-CBFb FRET
Cc1ccc(-c2ccc(/C=N/N3C(=O)C4C5C=CC(C6CC56)C4C3=O)o2)c([N+](=O)[O-])c1 (stereo unspecified),-7,-4,-25,-20,5,12,3,-26,5
Cc1occc1C(=O)OCC(=O)Nc1ccc(F)cc1,4,7,-23,16,1,-1,2,-11,-1
Cc1ccc(O)c(CO)n1,3,10,-6,0,3,.,10,4,-2

# Source: PubChem (several laboratories)
